Screening data deposited in PubChem by several laboratories.
CSN inh: blocks human CSN-mediated cullin deneddylation. Purified CSN, SCF-Nedd8-OG deneddylation, fluorescence polarization. inhibition, % at 12.5 µM. 360,000 tested, 0.38% active;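 active means pattern-corrected inhibition above about 35%, with an unprinted fluorescence ratio check between 0.5 and 1.5, limit read from the data, passing the limit was not always enough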;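 further: 0% = enzyme with substrate and 100% = substrate without enzyme; some results filed as inactive read as strong as hits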
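Assay system: HEK293T-derived human Csn5 enzyme; quantity: 0.24 nM enzyme; medium: Tris/NaCl/DTT buffer, pH 7.5; also added: substrate SCFSkp2-Nedd8OG, 10 nM; doses: 12.5 µM compound; schedule: 90 min reaction at room temperature; signal: FP; read-out: % inhibition of substrate cleavage by Csn5; benchmarks: substrate-only high control, full reaction low control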
Neddyl block: inhibitors of human cullin neddylation | TR-FRET cullin neddylation, biochemical | P61081+Q13564 | calls only at 25 µM | 360,000 tested, 0.58% active; in the data active means inhibition above about 36%
E coli Lon inh: inhibitors of E. coli Lon protease | P0A9M0 | purified E. coli Lon protease, fluorescence polarization | inhibition, % at 7.94 µM | 360,000 tested, 0.42% active; in the data active means inhibition above about 13%, passing the limit was not always enough;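 further: 0% = enzyme with probe and DMSO and 100% = no enzyme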
Target sequence (P0A9M0 whole entry, looked up): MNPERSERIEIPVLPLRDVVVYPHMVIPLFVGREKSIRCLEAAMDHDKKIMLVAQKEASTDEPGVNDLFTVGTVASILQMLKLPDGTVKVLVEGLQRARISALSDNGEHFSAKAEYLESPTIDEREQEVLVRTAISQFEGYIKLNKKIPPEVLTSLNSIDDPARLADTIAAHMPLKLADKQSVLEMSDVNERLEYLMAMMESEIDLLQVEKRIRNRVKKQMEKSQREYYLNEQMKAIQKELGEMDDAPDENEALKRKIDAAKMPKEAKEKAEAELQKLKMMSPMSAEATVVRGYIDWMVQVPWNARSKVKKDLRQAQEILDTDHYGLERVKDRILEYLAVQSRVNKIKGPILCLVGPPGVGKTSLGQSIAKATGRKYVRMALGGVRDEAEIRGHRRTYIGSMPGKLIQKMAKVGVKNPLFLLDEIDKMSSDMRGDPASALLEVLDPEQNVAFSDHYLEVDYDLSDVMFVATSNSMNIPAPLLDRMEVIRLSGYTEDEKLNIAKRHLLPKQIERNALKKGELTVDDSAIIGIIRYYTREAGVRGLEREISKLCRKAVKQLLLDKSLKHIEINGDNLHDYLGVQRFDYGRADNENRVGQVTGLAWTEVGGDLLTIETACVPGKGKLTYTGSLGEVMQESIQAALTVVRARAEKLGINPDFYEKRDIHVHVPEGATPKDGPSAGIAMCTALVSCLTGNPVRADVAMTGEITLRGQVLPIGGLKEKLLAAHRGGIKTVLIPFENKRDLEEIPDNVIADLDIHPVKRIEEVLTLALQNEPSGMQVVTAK
MsrA act: activates bovine MsrA enzyme; purified bovine MsrA, absorbance read-out; activation, % at 10.6 µM; 360,000 tested, 0.3% active; in the data active means activation above about 7.5%;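 further: 0% = vehicle and 100% = reference activator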
MsrA inh: bovine MsrA inhibition; inhibition, % at 15.5 µM; 360,000 tested, 0.75% active; purified bovine MsrA, absorbance read-out; in the data active means inhibition above about 4.5%;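 further: 0% = vehicle wells with enzyme and 100% = reference inhibitor wells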
FAS TE block: blocks the thioesterase domain of human fatty acid synthase; recombinant FAS-TE, OMFH fluorogenic substrate, fluorescence endpoint; P49327; AID 602261; inhibition, % at 15 µM; 360,000 tested, 0.67% active;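 active means compounds whose normalised, plate-corrected inhibition of enzyme fluorescence in the single-dose primary screen is 50% or more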;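 further: 0% = DMSO with enzyme and 100% = substrate without enzyme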
PABP1 MLLE inh: blocks PAM2 peptide binding to the PABP1 MLLE domain; P11940; GST-MLLE / FITC-PAM2 fluorescence polarization; inhibition, % at 20 µM; 360,000 tested, 0.36% active; in the data active means inhibition above about 35%, passing the limit was not always enough;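 further: plate controls were DMSO wells with GST-MLLE for no effect and wells lacking GST-MLLE protein for full effect; some results filed as inactive read as strong as hits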
Rin1-Abl PPI inh: blocks binding of human Rin1 to Abl. TR-FRET Rin1/Abl binding, biochemical. 360,000 tested, 0.4% active. P00519+Q13671. inhibition, % at 7.35 µM; in the data active means inhibition above about 5%, passing the limit was not always enough
TbMetRS inhib: blocks T. brucei methionyl-tRNA synthetase activity. inhibition, % at 11.9 µM. purified T. brucei MetRS, ATP depletion, Kinase-Glo luminescence. 360,000 tested, 0.4% active;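 active means inhibition above a per-plate cutoff of the control wells' mean inhibition plus 3 SD, cut at about 5.5% in these data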;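 further: 0% = DMSO wells median and 100% = median of wells with control inhibitor compound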
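Material – parasite MetRS enzyme · Medium – HEPES-MgCl2-KCl buffer plus DTT, spermine, BSA, pyrophosphatase · Reagent – ATP, methionine and E. coli bulk tRNA substrates · Times – 15 min enzyme-compound preincubation, 2 h reaction, 10 min detection, 25 °C · Measured by – luminescence of leftover ATP · Evaluation – percent inhibition relative to median high and low control wells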
Numbers without * were called inactive; i = inactive; nt = not tested or not shown.

SMILES,MsrA inh,PABP1 MLLE inh,CSN inh,TbMetRS inhib,Neddyl block,FAS TE block,Rin1-Abl PPI inh,MsrA act,E coli Lon inh
CCOC(=O)N1CCN(C(=O)C2CCC(=O)N(CCCN3CCCC3=O)C2)CC1 (stereo not drawn),0.6,8,1,-0.4,i,-4,1,-6,-10
COC(=O)c1cc(NC(=O)c2ccc(Cn3cc(Cl)cn3)o2)cc(C(=O)OC)c1,0.6,-7,-3,-0.8,i,2,-3,-4,-1
Cc1nc(CN(C)C(=O)C2CCC(=O)N(CCc3cccc(F)c3)C2)cs1 (stereo not drawn),-0.7,-3,0,-0.2,i,-3,2,0,2
Cc1ccc(S(=O)(=O)N2CCCN(c3nc4cc(C)ccc4cc3C#N)CC2)cc1,0.5,1,18,-0.6,i,-21,-13,-8,-23
CC(=O)N1CC(C)c2scc(C)[n+]2-c2ccccc21 (stereo not drawn),-0.8,35,-3,-1.0,i,-5,1,-9,20
COc1ccc(C(=O)/C=C/N(C)C)cc1OC,4.1,-6,4,-1.0,i,2,-3,-7,3
COCCn1c(SCC(=O)Nc2c(C)n(C)n(-c3ccccc3)c2=O)nnc1-c1ccncc1,0.0,21,-4,-0.3,i,-1,1,0,-10
O=C(CSc1nnc(CNC(=O)c2ccccc2)o1)Nc1ccc2c(c1)OCCO2,0.6,12,-2,0.4,i,-1,-1,-2,10
COc1ccc(S(=O)(=O)N(CC(=O)O)c2ccccc2)cc1,0.7,5,3,-0.6,i,-9,5,-9,-1
CN(C)C(=O)CSc1nnc(-c2cc(-c3cccs3)nc3ccccc23)o1,0.8,-20,4,-0.8,nt,9,0,-8,-6
CC(=O)Nc1ccc(NC(=O)c2sc3nc4n(c(=O)c3c2C)CCCCC4)cc1,4.0,0,-5,0.2,i,-16,-1,-2,10
CCn1ncc(/C=C/C(=O)NCc2cnn(C)c2C)c1C,0.0,0,-1,-0.2,i,-11,1,-1,-3
O=C1NC(=O)/C(=C\c2ccc(Br)o2)S1,3.4,11,8,-0.5,i,-5,2,-9,-7
NNC(=O)CSCc1nc(-c2ccc(Cl)cc2)cs1,-2.1,-9,1,0.5,i,1,0,0,-3
N#C/C(=C\c1cn[nH]c1-c1ccc(Cl)cc1)C(=O)NCc1ccccc1,0.9,3,-2,-1.1,i,-120,4,-7,-7
O=C1/C(=C2\C(=O)N(Cc3ccc(F)cc3)c3ccccc32)SC(=S)N1CCS(=O)(=O)O,1.0,22,1,0.3,i,-1,4,-3,-4
Cc1cc(/C=N/NC(=O)c2ccc(O)cc2)c(C)n1CC(C)C,1.1,-4,-2,-0.3,i,-3,-2,-8,-9
Cc1nn(Cc2ccccc2Cl)c(C)c1NC(=O)/C=C/c1cnn(C)c1,-0.6,1,-1,0.0,i,-9,-1,-3,0
COc1cccc2cc(-c3ccccc3)oc12,-1.5,-5,-5,-0.5,i,27,3,-1,-3
CC(C)(C)c1ccc(NC(=O)COC(=O)C2=COCCO2)cc1,-0.7,-5,-4,-1.3,i,-1,2,0,-4
COc1cc(NC(=S)NCCN2CCOCC2)cc(OC)c1,1.5,15,3,-0.1,i,-11,-1,-2,-18
Cc1[nH]c2ccccc2c1/C=N/NC(=O)c1cccc(Br)c1,nt,-24,2,-1.1,i,7,-1,-1,-13
CC1CCCC(C)N1C(=O)CSc1nnc(-c2ccco2)n1C (stereo not drawn),0.4,-2,-8,-0.2,i,-9,1,-9,-9
Nn1c(-c2ccccc2Cl)nnc1-c1ccccc1Cl,0.2,31,2,-0.5,i,-3,-5,-1,7
COc1cc(/C=C/C(=O)O)cc(S(=O)(=O)Nc2ccccc2SC)c1OC,-0.6,-1,-3,-0.1,i,-8,2,-3,5
COc1ccc(S(=O)(=O)N2CCCC2)cc1C(=O)N1CCOCC1,1.8,-6,-6,0.1,i,-3,-1,-2,9
COc1ccc(S(=O)(=O)Nc2ccccc2SC)cc1C,0.2,1,-2,-0.2,i,2,-6,-1,-7
Cc1c(Cl)cccc1NC(=S)N(CCCN1CCOCC1)Cc1ccco1,-0.8,-50,-2,-1.3,i,2,2,-8,4
CC(=O)Nc1ccc(NC(=O)CSCc2ccccc2Cl)cc1,-1.4,6,5,-0.5,i,-1,-2,-6,9
O=C1CC(N2CCN(c3cccc(C(F)(F)F)c3)CC2)C(=O)N1c1ccc(F)cc1 (stereo not drawn),0.2,3,-3,-0.2,i,14,-4,3,-7
COc1ccc(N(CC(=O)Nc2ccccc2C(F)(F)F)C2=NC3CS(=O)(=O)CC3S2)cc1 (stereo not drawn),-0.1,7,-1,0.9,i,0,-1,0,1
CCCCOC(=O)CSc1nc(N)c(C#N)c(-c2ccc(OC)cc2)c1C#N,-0.1,-21,-5,-0.1,i,14,-7,-1,-7
CCc1nnc(NC(=O)c2ccc(S(=O)(=O)N3CCCC(C)C3)cc2)s1 (stereo not drawn),-0.5,-13,4,0.3,i,-1,0,-3,-5
COc1ccc(C(CNC(=O)c2oc3cc(C)c(C)cc3c2C)N2CCCCC2)cc1 (stereo not drawn),-0.7,5,-2,0.0,i,22,1,-1,-6
CC(C(=O)NC(C)(C)C)N(Cc1cccs1)C(=O)CCN1CCc2ccccc21 (stereo not drawn),1.1,-4,-6,-0.1,i,11,4,-1,-3
Cc1ccc(N(Cc2cc3cccc(C)c3[nH]c2=O)S(=O)(=O)c2ccccc2)c(C)c1,nt,-131,0,0.1,i,12,1,-3,-4
CC(C)(C)c1ccc(CS(=O)(=O)CC(O)CN2CCCC2=O)cc1 (stereo not drawn),-1.5,6,2,-0.6,i,-5,6,0,2
COc1cccc(OC)c1C(=O)Nc1ccc(CN2CCOCC2)cc1,0.9,12,1,-0.4,i,-4,-1,-1,3
COc1ccc(C(=O)N(C)CCCC2CCCC2)cc1OC1CCN(C(C)=O)CC1,0.3,2,-7,0.0,i,0,-1,-3,-2
Cc1ccc(CCN2CC(C(=O)NCCCN3CCN(C)CC3)CC2=O)cc1 (stereo not drawn),0.1,-1,3,-0.2,i,-2,1,-1,0
CC(=O)CC(=O)NC(=NC1CCCCC1)Nc1nc(C)cc(C)n1,0.9,0,2,-0.6,i,1,9,-6,-9
CCN(CC)S(=O)(=O)c1ccc2oc(C(=O)NCCN3CCOCC3)c(C)c2c1,2.0,2,1,0.6,i,-5,0,-4,9
CCOC(=O)c1cc(-c2ccccc2)nn1CC1CC(c2cccnc2)=NO1 (stereo not drawn),-1.4,-3,1,-0.4,i,-11,3,-4,7
CC1CCN(C(=O)C2CCN(S(=O)(=O)c3cc(Cl)ccc3Cl)CC2)CC1,0.2,6,4,-0.6,i,14,3,-3,6
CCOC(=O)c1ccc(S(=O)(=O)Nc2ccccc2-c2nnn(CC)n2)cc1,0.4,-5,6,-0.1,i,24,4,3,-1
O=C(Nc1ccc2c(c1)OCO2)C1CCCN1C(=O)OCc1ccccc1 (stereo not drawn),-0.9,4,0,-1.6,i,-6,-2,-10,-10
Cc1ccc(S(=O)(=O)N2CCOCC2)cc1NC(=O)COC(=O)C1COc2ccccc2O1 (stereo not drawn),0.3,-12,-1,-0.5,i,-7,1,-3,-4
Cc1cccc2c(N=O)c(O)[nH]c12,-1.0,-10,-1,0.1,i,-82,-6,-2,5
O=C(CNC(=O)c1cccs1)NCC(=O)OCc1cccc(Cl)c1,-0.8,-9,1,-1.5,i,-5,1,-12,-1
O=C(CSc1ncc(-c2ccc(F)cc2)[nH]1)N1CCCCC1,0.1,15,-2,-0.9,i,-5,-5,7,-13
CCOC(=O)N1CCN(S(=O)(=O)c2ccc(OC)c(Br)c2)CC1,-0.4,-1,4,-0.6,i,0,-1,-2,8
COc1ccc(C(=O)NC=C2C(=O)OC(C)(C)OC2=O)cc1,1.5,17,-1,-0.9,i,-6,2,-4,-7

Compounds from the list above with a CF3 group:
SMILES,MsrA inh,PABP1 MLLE inh,CSN inh,TbMetRS inhib,Neddyl block,FAS TE block,Rin1-Abl PPI inh,MsrA act,E coli Lon inh
O=C1CC(N2CCN(c3cccc(C(F)(F)F)c3)CC2)C(=O)N1c1ccc(F)cc1 (stereo not drawn),0.2,3,-3,-0.2,i,14,-4,3,-7
COc1ccc(N(CC(=O)Nc2ccccc2C(F)(F)F)C2=NC3CS(=O)(=O)CC3S2)cc1 (stereo not drawn),-0.1,7,-1,0.9,i,0,-1,0,1

Twelve of these compounds, set out differently.
Order of results: MsrA inh	PABP1 MLLE inh	CSN inh	TbMetRS inhib	Neddyl block	FAS TE block	Rin1-Abl PPI inh	MsrA act	E coli Lon inh
COc1cccc(OC)c1C(=O)Nc1ccc(CN2CCOCC2)cc1
    0.9	12	1	-0.4	i	-4	-1	-1	3
COc1ccc(C(=O)N(C)CCCC2CCCC2)cc1OC1CCN(C(C)=O)CC1
    0.3	2	-7	0.0	i	0	-1	-3	-2
Cc1ccc(CCN2CC(C(=O)NCCCN3CCN(C)CC3)CC2=O)cc1 (stereo not drawn)
    0.1	-1	3	-0.2	i	-2	1	-1	0
CC(=O)CC(=O)NC(=NC1CCCCC1)Nc1nc(C)cc(C)n1
    0.9	0	2	-0.6	i	1	9	-6	-9
CCN(CC)S(=O)(=O)c1ccc2oc(C(=O)NCCN3CCOCC3)c(C)c2c1
    2.0	2	1	0.6	i	-5	0	-4	9
CCOC(=O)c1cc(-c2ccccc2)nn1CC1CC(c2cccnc2)=NO1 (stereo not drawn)
    -1.4	-3	1	-0.4	i	-11	3	-4	7
CC1CCN(C(=O)C2CCN(S(=O)(=O)c3cc(Cl)ccc3Cl)CC2)CC1
    0.2	6	4	-0.6	i	14	3	-3	6
CCOC(=O)c1ccc(S(=O)(=O)Nc2ccccc2-c2nnn(CC)n2)cc1
    0.4	-5	6	-0.1	i	24	4	3	-1
O=C(Nc1ccc2c(c1)OCO2)C1CCCN1C(=O)OCc1ccccc1 (stereo not drawn)
    -0.9	4	0	-1.6	i	-6	-2	-10	-10
Cc1ccc(S(=O)(=O)N2CCOCC2)cc1NC(=O)COC(=O)C1COc2ccccc2O1 (stereo not drawn)
    0.3	-12	-1	-0.5	i	-7	1	-3	-4
Cc1cccc2c(N=O)c(O)[nH]c12
    -1.0	-10	-1	0.1	i	-82	-6	-2	5
O=C(CNC(=O)c1cccs1)NCC(=O)OCc1cccc(Cl)c1
    -0.8	-9	1	-1.5	i	-5	1	-12	-1
